Peg3 promoter: Peg3 promoter-driven luciferase inhibitors, primary screen, cell-based, HeLa, luciferase luminescence | HeLa PEG-Prom luciferase reporter, overnight | inhibition, % at 20 µM | hit rate 1.7% among 360,000 | AID 588405, 2011;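 active = inhibition of at least 50% at 20 µM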
NR2E3 ag-1: NR2E3 agonists in two-hybrid cells, primary screen, cell-based, luminescence, CHO-S, Gal4-NCOR/VP16-NR2E3; Photoreceptor-specific nuclear receptor (Homo sapiens), Q9Y5X4; luciferase; inhibition of corepressor binding, % at 3.98 µM; hit rate 0.35% among 360,000; AID 602229, 2012;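 active = inhibition above the mean of all tested compounds plus 3 SD, cut at about 70% in these data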;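 note: 0% = DMSO with NR2E3 transfected cells and 100% = cells lacking NR2E3 construct; higher means lower luciferase signal from less NR2E3 corepressor binding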
Target sequence (Q9Y5X4 whole entry, looked up, the tested form may be a part): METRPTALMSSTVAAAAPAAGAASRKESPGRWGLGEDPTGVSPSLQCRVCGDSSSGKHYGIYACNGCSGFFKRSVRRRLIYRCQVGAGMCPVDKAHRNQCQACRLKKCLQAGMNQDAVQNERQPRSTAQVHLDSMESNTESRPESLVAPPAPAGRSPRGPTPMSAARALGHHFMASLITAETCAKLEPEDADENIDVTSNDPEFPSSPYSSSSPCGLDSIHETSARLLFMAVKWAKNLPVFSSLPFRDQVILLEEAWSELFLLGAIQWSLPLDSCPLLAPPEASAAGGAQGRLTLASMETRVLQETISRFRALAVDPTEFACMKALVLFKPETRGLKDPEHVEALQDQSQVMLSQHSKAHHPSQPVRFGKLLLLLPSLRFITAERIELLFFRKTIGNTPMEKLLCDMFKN
TWEAK-Fn14 inh: inhibitors of TWEAK-Fn14 signaling, primary screen, luciferase reporter cells, uHTS. TWEAK-stimulated Fn14 reporter cells, luciferase luminescence, 8 h. inhibition, % at 10 µM. hit rate 2% among 360,000. AID 1159606, 2016; in the data active = inhibition above about 50%
TRAIL sens C8: viability loss with TRAIL in NB7+C8 cells, primary screen, TRAIL sensitizer project, cell-based, ATPlite luminescence; hit rate 1% among 360,000; inhibition (viability loss, TRAIL sensitization), % at 10 µM;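 active = compounds causing at least 50% loss of cell viability in the single-dose screen, relative to plate controls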
KKLEB cytotox: cytotoxicity in KKLEB CF airway cells, primary screen, cytotoxicity control for CF NF-kB inhibitor project, cell-based, uHTS, fluorescence assay plates. hit rate 0.36% among 360,000. activity change (cytotoxicity), % at 5 µM. KKLEB CF airway cells viability, ATPlite luminescence, overnight; stronger effect = lower value; cells stimulated with P. aeruginosa culture filtrate. AID 602141, 2011;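 active = corrected activity change at or below -50% at 5 µM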
CF NFkB block: inhibitors of PAF-induced NF-kB signaling, primary screen, cell-based, GFP fluorescence, uHTS | inhibition, % at 5 µM | KKLEB NF-kB-GFP reporter, GFP fluorescence overnight | AID 588850, 2011 | hit rate 0.86% among 360,000;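 active = at least 50% inhibition at 5 µM, scaled per plate between neutral and stimulator controls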;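 note: PAF is a Pseudomonas aeruginosa culture filtrate used as stimulus; plate controls were PAF-stimulated DMSO wells for no effect and unstimulated DMSO wells for full effect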
Shn3 3UTR inh: reduction of Shn3 3'UTR firefly luciferase signal, primary screen, Schnurri-3 inhibitor project, cell-based, Clone20 osteoblasts, set 2; Clone20 osteoblast Shn3 3'UTR firefly luciferase, 24 h; inhibition, % at 12.5 µM; hit rate 0.52% among 360,000;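 active = mean inhibition of at least 75% with every replicate also reaching 75%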;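 note: 0% = median of neutral control wells and 100% = pilot-screen positive control compound; some compounds past the cut are filed as inactive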
TRPM1 prom inh: inhibitors of MITF-dependent TRPM1 promoter reporter, primary screen, cell-based, SK-MEL-5, single point, luciferase | AID 488899, 2010 | inhibition, % at 12.5 µM | SK-MEL-5 TRPM1 promoter luciferase, 24 h | hit rate 0.83% among 330,000;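 active = mean inhibition across replicates of 60% or more, whatever share of single replicates reaches that level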; note: values of inactives mirror those of a sister screen read the other way
HIF-2a inh: HIF-2a reporter inhibitors, primary screen, luminescence, 786-0 RCC cells; 786-0 RCC cells HIF-2a reporter, luciferase luminescence, overnight; hit rate 0.72% among 360,000; inhibition, % at 18.8 µM;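 active = inhibition of the luminescence signal of 40% or more relative to plate controls, in a single-dose primary screen at 18.75 µM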
TROY signal inh: inhibitors of TROY-driven NF-kB signaling, primary screen, Q293 LMP1-TROYcd cells, NF-kB luciferase, uHTS. Q293 LMP1-TROYcd NF-kB luciferase reporter, 4 h. hit rate 0.98% among 360,000. inhibition, % at 10 µM;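 active = compounds whose plate-normalised and pattern-corrected inhibition of the luciferase reporter signal at the single screening dose is 50% or more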
NR2E3 ag-2: inhibitors of NR2E3-RetCOR corepressor binding, primary screen, NR2E3 agonist project, biochemical, TR-FRET, GST-NR2E3, biotin-RetCOR. Photoreceptor-specific nuclear receptor (Homo sapiens), Q9Y5X4. 1536-well. inhibition of corepressor binding, % at 4.78 µM. hit rate 0.12% among 320,000. AID 2300, 2010;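 active = percent inhibition above the cutoff of mean plus 3 SD of all tested compounds, set per screening campaign, cut at about 20% in these data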;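 note: 0% = DMSO wells and 100% = biotin wells as full block of FRET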
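System: GST-NR2E3 and biotin-RetCOR proteins; probe or stimulus: 7 nM biotin-RetCOR; doses: compound at 4.8 µM, single dose; schedule: Compound–protein incubation for 5 h at 4 °C; detection: time-resolved FRET; read-out: percent inhibition; controls: biotin wells as high control, 0.6% DMSO wells as low control; format: 1536-well plates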
Active calls of the source: *; / = not tested or not shown.

1	CC(=O)c1c(C(C)=O)c(C)n(-c2cccc([N+](=O)[O-])c2)c1C
2	NS(=O)(=O)c1ccc(CCNC(=O)COC(=O)Cc2c(F)cccc2Cl)cc1
3	Cc1ccc(S(=O)(=O)N2CCN(Cc3csc(C)n3)CC2)cc1
4	CCC(C)CCN1CCN=C1Nc1ccccc1 (stereo unspecified)
5	CC(C)[C@H](NC(=O)NC1CCN(Cc2ccccc2)CC1)C(=O)O
6	Cc1ccc(OCCn2cc(/C=C(\C#N)C(=O)NCC3CCCO3)c3ccccc32)cc1C (stereo unspecified)
7	COc1ccc(N(C(=O)c2cccnc2)S(=O)(=O)c2ccc(OC)c(OC)c2)cc1
8	Cc1c(NC(=S)NC(=O)c2cccc([N+](=O)[O-])c2)c(=O)n(-c2ccccc2)n1C
assay / entry	1	2	3	4	5	6	7	8
Peg3 promoter	12	10	-3	9	13	2	-2	5
NR2E3 ag-1	-15	-6	-4	-40	-40	-15	-11	1
TWEAK-Fn14 inh	3	5	-1	8	9	3	-2	-8
TRAIL sens C8	-10	14	-7	6	-4	-2	3	-26
KKLEB cytotox	0	1	5	0	4	-26	-4	-2
CF NFkB block	9	-14	-37	3	6	11	18	-11
Shn3 3UTR inh	5	-5	8	-11	-10	18	-11	2
TRPM1 prom inh	-10	-3	1	3	-8	-14	5	-17
HIF-2a inh	-2	-2	9	6	9	-5	2	5
TROY signal inh	-18	13	6	8	12	-11	20	-27
NR2E3 ag-2	-4	3	4	6	0	-1	1	1

9	COc1cc(NC(=O)COc2cc(O)c3c(c2)OC(C)(C)CC3=O)cc(OC)c1OC
10	CC1CCc2c(sc(NC(=O)Cn3nc(C(F)(F)F)c4c3CCCCC4)c2C#N)C1 (stereo unspecified)
11	Cc1ccc2c(c1)c1c(n2CC(O)Cn2ccnc2C)C(=O)CCC1 (stereo unspecified)
12	O=C(CSc1nnc(-c2ccc(F)cc2)o1)Nc1ccccc1N1CCOCC1
13	CC(C)c1ccc(OCC(=O)Nc2cccc3c2CCCC3)cc1
14	Cc1n[nH]c(=S)n1/N=C/c1ccc(Br)o1
15	COc1ccccc1CNC(=O)CSc1ncc(C(=O)Nc2ccccc2)c(=O)n1C
16	O=S(=O)(NCc1ccc(F)cc1)c1cc(Br)ccc1Br
assay / entry	9	10	11	12	13	14	15	16
Peg3 promoter	16	-3	10	-24	16	-4	2	16
NR2E3 ag-1	82*	12	-12	-10	-15	-6	-22	-2
TWEAK-Fn14 inh	78*	2	-3	-5	-57	-4	26	-1
TRAIL sens C8	40	10	-5	-8	13	-4	-4	-9
KKLEB cytotox	-4	8	-16	1	5	10	-22	8
CF NFkB block	3	16	-6	-5	10	-2	18	3
Shn3 3UTR inh	86*	10	7	-8	-2	-4	-12	9
TRPM1 prom inh	72*	-10	6	2	-13	7	11	-13
HIF-2a inh	-74	-22	-6	-7	-29	5	-15	3
TROY signal inh	48	2	5	4	-11	1	30	-14
NR2E3 ag-2	-1	2	3	-1	-1	0	-1	1

17	O=c1[nH]cnc2c1sc1nc3c(c(-c4ccc(Cl)cc4)c12)CCC3
18	Cc1ccc(N(Cc2ccco2)C(=O)c2cccc(S(=O)(=O)N(C)C)c2)cc1
19	Cc1ccc(F)cc1NCC(=O)Nc1ccc(Cl)cc1F
20	CSc1nc(N)nc(-c2cccs2)c1C#N
21	O=C(CSc1nc2ccccc2[nH]1)N1CCCCC1
22	COc1ccc(NC(=O)Cn2c(=O)n(CC(=O)NCc3ccco3)c(=O)c3ccccc32)cc1
23	COc1c(Cl)cnn(-c2ccccc2)c1=O
24	CN(C)S(=O)(=O)N1CCN(CC(=O)Nc2ccc(Br)cc2)CC1
assay / entry	17	18	19	20	21	22	23	24
Peg3 promoter	1	0	-18	-56	-203	5	18	17
NR2E3 ag-1	-22	-1	2	-21	-71	11	9	-14
TWEAK-Fn14 inh	7	-3	-9	-16	2	-7	14	-9
TRAIL sens C8	-1	-3	6	8	15	6	-9	-21
KKLEB cytotox	-4	-9	-1	0	21	16	7	2
CF NFkB block	45	9	-18	-1	-10	3	6	-11
Shn3 3UTR inh	-7	3	-8	8	-102	9	10	-5
TRPM1 prom inh	-9	-1	-7	-26	-103	0	4	-5
HIF-2a inh	6	-12	-50	-104	-302	13	11	19
TROY signal inh	34	-34	-27	-35	-25	-16	-11	10
NR2E3 ag-2	-2	-3	-1	-1	-1	-1	1	2

25	CCN(C(=O)Cc1cccs1)c1nnc(-c2cc(OC)c(OC)c(OC)c2)s1
26	CN(C)S(=O)(=O)c1cc(NC(=O)c2cc(=O)c3ccccc3o2)ccc1Cl
27	Cc1ccc(N2C(=O)C3C4C=CC(CNC(=S)Nc5ccc(F)cc5)(O4)C3C2=O)cc1 (stereo unspecified)
28	Cc1ccn(C(=O)c2ccc(NC(=O)C3CCCCC3)cc2)n1
29	CN(c1ccc(Br)cc1)S(=O)(=O)c1ccc2[nH]cc(C(=O)NCCN3CCOCC3)c(=O)c2c1
30	COc1ccc(NC(C)=O)cc1S(=O)(=O)Nc1ccccc1C(=O)NCCc1ccccc1
31	COc1ccc(C)cc1-n1nnnc1SCc1nc2ccccc2c(=O)[nH]1
32	CCNC(=O)CN(CCc1ccccc1)S(=O)(=O)c1ccc(OC)cc1
assay / entry	25	26	27	28	29	30	31	32
Peg3 promoter	6	-76	17	-67	-2	-229	29	7
NR2E3 ag-1	-25	3	-9	13	-11	-76	17	5
TWEAK-Fn14 inh	-22	20	11	8	10	0	1	-13
TRAIL sens C8	-8	3	-1	14	19	-12	2	5
KKLEB cytotox	-19	-2	4	-7	-4	-6	8	-2
CF NFkB block	-10	-6	7	-2	5	15	-8	16
Shn3 3UTR inh	22	-23	35	-37	-21	17	21	-8
TRPM1 prom inh	1	-38	4	1	-6	-98	6	-3
HIF-2a inh	-6	-164	14	-103	9	-152	24	25
TROY signal inh	10	-28	-10	-26	-14	-12	0	-15
NR2E3 ag-2	3	-1	-3	-2	2	0	-4	-1

33	CCCCNC(=O)NNC(=O)c1ccoc1C
34	CCOC(=O)CCCSc1nc2sc3c(c2c(=O)[nH]1)CCC3
35	Cc1cc(C)nc(SC(C)CNS(=O)(=O)c2ccccc2)n1 (stereo unspecified)
36	Cc1cccc(C(=O)NC2CC3CCCC(C2)N3Cc2ccccc2)c1 (stereo unspecified)
37	CCn1c(=O)c(CCC(=O)NCCN2CCOCC2)c(C)c2c(C)nn(-c3cccc(C)c3)c21
38	Cc1ccc(N2C(=O)c3ccccc3C2Nc2ccc(S(=O)(=O)N3CCOCC3)cc2)nc1 (stereo unspecified)
39	COc1ccc(NC(=O)CSc2nc3c(c(=O)n2-c2ccccc2OC)SCC3)cc1
40	COc1cccc(C(=O)Nc2ccc(N3CCN(S(C)(=O)=O)CC3)cc2)c1
assay / entry	33	34	35	36	37	38	39	40
Peg3 promoter	0	12	5	4	30	-60	4	-79
NR2E3 ag-1	-15	-8	8	23	8	-35	-13	-58
TWEAK-Fn14 inh	-2	-5	6	7	-20	-1	-5	-12
TRAIL sens C8	-6	4	-5	-12	3	-1	-9	13
KKLEB cytotox	1	-8	7	0	-3	18	-10	11
CF NFkB block	1	11	-4	25	11	22	25	4
Shn3 3UTR inh	-1	-35	-1	12	15	-6	8	-22
TRPM1 prom inh	-2	1	6	1	-12	/	/	-31
HIF-2a inh	-22	11	12	22	11	-95	7	-90
TROY signal inh	6	9	-18	-18	1	-15	-9	-30
NR2E3 ag-2	7	4	0	-1	2	0	0	-1

41	CCOc1ccc(NC(=O)NCc2ccco2)cc1
42	O=S(=O)(Cc1ccccc1)Nc1ccc(S(=O)(=O)NCC2CCCO2)cc1 (stereo unspecified)
43	O=C(CN1C(=O)NC2(CCSC2)C1=O)N1CCN(c2ccc(F)cc2)CC1 (stereo unspecified)
44	O=C(COC(=O)c1cc([N+](=O)[O-])ccc1N1CCOCC1)Nc1ccccc1OC(F)F
45	COc1cc(NC(=O)c2cc(C)no2)cc(OC)c1OC
46	COc1ccc(C2=NS(=O)(=O)N(C)C(C(=O)NC3CCCCC3)=C2)cc1
47	NC(=O)CC1SC(N)=NC1=O (stereo unspecified)
48	Nc1cc(OC(=O)c2cccs2)nn1S(=O)(=O)c1ccccc1
assay / entry	41	42	43	44	45	46	47	48
Peg3 promoter	-52	1	16	8	-5	1	8	13
NR2E3 ag-1	-45	1	3	31	-14	17	-13	-15
TWEAK-Fn14 inh	-13	18	-17	-18	6	-6	-6	-6
TRAIL sens C8	8	-9	1	-16	0	18	3	0
KKLEB cytotox	-3	-7	-5	-2	3	-16	0	-6
CF NFkB block	0	1	4	-4	-2	3	-10	6
Shn3 3UTR inh	-9	-24	-12	26	10	18	4	3
TRPM1 prom inh	-15	-5	-5	-4	4	/	-3	6
HIF-2a inh	-71	-14	13	10	19	-5	10	13
TROY signal inh	-18	-1	-19	-5	-6	-2	12	15
NR2E3 ag-2	-3	1	3	1	0	7	0	3

Already shown: an excerpt of the list.
39	COc1ccc(NC(=O)CSc2nc3c(c(=O)n2-c2ccccc2OC)SCC3)cc1
40	COc1cccc(C(=O)Nc2ccc(N3CCN(S(C)(=O)=O)CC3)cc2)c1
41	CCOc1ccc(NC(=O)NCc2ccco2)cc1
42	O=S(=O)(Cc1ccccc1)Nc1ccc(S(=O)(=O)NCC2CCCO2)cc1 (stereo unspecified)
43	O=C(CN1C(=O)NC2(CCSC2)C1=O)N1CCN(c2ccc(F)cc2)CC1 (stereo unspecified)
44	O=C(COC(=O)c1cc([N+](=O)[O-])ccc1N1CCOCC1)Nc1ccccc1OC(F)F
45	COc1cc(NC(=O)c2cc(C)no2)cc(OC)c1OC
assay / entry	39	40	41	42	43	44	45
Peg3 promoter	4	-79	-52	1	16	8	-5
NR2E3 ag-1	-13	-58	-45	1	3	31	-14
TWEAK-Fn14 inh	-5	-12	-13	18	-17	-18	6
TRAIL sens C8	-9	13	8	-9	1	-16	0
KKLEB cytotox	-10	11	-3	-7	-5	-2	3
CF NFkB block	25	4	0	1	4	-4	-2
Shn3 3UTR inh	8	-22	-9	-24	-12	26	10
TRPM1 prom inh	/	-31	-15	-5	-5	-4	4
HIF-2a inh	7	-90	-71	-14	13	10	19
TROY signal inh	-9	-30	-18	-1	-19	-5	-6
NR2E3 ag-2	0	-1	-3	1	3	1	0

Only part of the results is shown, so the mix of outcomes need not match the whole.
